Screening results deposited in PubChem BioAssay by The Scripps Research Institute Molecular Screening Center.
GPR119 beta-arrestin – off-target GPR119 activation – cell-based, PathHunter beta-arrestin, luminescence, set 2, counter-screen for GPR151 activator project, confirmation (AID 1508607). Glucose-dependent insulinotropic receptor (Homo sapiens). GPR119 PathHunter beta-arrestin cells, luminescence, 90 min; active compounds read high. activation, % at 11.2 µM. actives 0.9% (n = 2,300);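 active = mean percent activation across replicates above the counterscreen hit cutoff of 9.17%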;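 note: 0% = median of sample wells and 100% = wells given EA reagent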
GPR151 beta-arrestin – GPR151 activators, triplicate retest, confirmation, cell-based, PathHunter beta-arrestin, luminescence, set 2 (AID 1508608). activation, % at 11.2 µM. actives 0.9% (n = 2,300). GPR151 PathHunter beta-arrestin cells, luminescence, 90 min; active compounds read high; 100% = signal from added EA reagent;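 active = mean activation across replicates above 26.72%, the hit cutoff set for this confirmation screen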;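 note: 0% = plate median of compound wells and 100% = EA reagent high control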
* = called active by the depositor.

SMILES	GPR119 beta-arrestin	GPR151 beta-arrestin
C/C=C/C(=O)N(CC)c1ccccc1C	-1.6	-3.0

These rows are one share of the data, so the mix of outcomes need not match the whole.
